Screening data as filed in PubChem BioAssay.
M. tuberculosis: growth inhibition of non-replicating M. tuberculosis (AID 488890) | Mycobacterium tuberculosis non-replicating, growth inhibition; higher % means a stronger effect | inhibition, % at 25 µM, or IC50 in µM where a hit was titrated | 320,000 tested, 0.39% active; in the data active = a potency from the dose series; inconclusive = inhibition mostly from about 82% at the one dose, without a potency; inactive = the rest, 99 in 100 with inhibition below about 76%;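 also: plate controls were DMSO cells for no effect and high antibiotic wells for full effect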
VEEV TC-83 Vero: inhibitors of VEEV TC-83 cytopathic effect, confirmation, Vero cells (AID 588727); Vero cells, VEEV TC-83 cytopathic effect inhibition; higher % means a stronger effect; inhibition, % at 20 µM, or IC50 in µM where a hit was titrated; 350,000 tested, 0.13% active; in the data active = a potency from the dose series; inconclusive = inhibition mostly from about 14% at the one dose, without a potency; inactive = the rest, 99 in 100 with inhibition below about 12%; also: strong numbers were not always called active
Salmonella PhoP GFP: Inhibition of PhoP regulon, Salmonella typhi GFP reporter cells, confirmation, 4 h (AID 1850); 310,000 tested, 0.33% active; inhibition, % at 50 µM, or IC50 in µM where a hit was titrated; Salmonella Typhi PhoP-promoter GFP reporter, fluorescence, 4 h; higher % means a stronger effect; in the data active = a potency from the dose series; inconclusive = inhibition mostly from about 25% at the one dose, without a potency; inactive = the rest, 99 in 100 with inhibition below about 19%;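 also: 0% = induced wells with vehicle and 100% = uninduced wells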
H37Rv inhibition: M. tuberculosis growth inhibition, HTS (AID 449762); M. tuberculosis H37Rv growth inhibition, 7H9 media; higher % means a stronger effect; 330,000 tested, 0.59% active; inhibition, % at 25 µM; hits with a dose series show IC50 in µM; in the data active = a potency from the dose series; inconclusive = inhibition above about 70% without an active follow-up result;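 also: bacterial growth assessed after seven days of incubation; strong numbers were not always called active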
H1N1 NS1A inhibition: H1N1 influenza NS1A inhibitors, functional cell based assay (AID 504329); NS1A functional cell-based assay, percent inhibition; higher % means a stronger effect; one-dose inhibition, % at 12.5 µM; IC50 in µM for titrated hits; 340,000 tested, 0.3% active; in the data active = a potency from the dose series; inconclusive = inhibition above about 27% without an active follow-up result; also: strong numbers were not always called active
VEEV TC-83 Vero 10K pilot screen: also measured in VEEV TC-83 Vero; calls as there; inhibition, %; measured here: 10K pilot screen inhibition
The depositor's hits bear a star; i = inactive; ? = inconclusive; · = no result given.

SMILES	M. tuberculosis	VEEV TC-83 Vero	Salmonella PhoP GFP	H37Rv inhibition	H1N1 NS1A inhibition	others
N#C/C(=C\c1ccc(-c2ccccc2[N+](=O)[O-])o1)C(=O)Nc1nc(-c2cccs2)cs1	54%	9.4%	-9%	-27%	16%
Cc1ccccc1N(Cc1cc(=O)[nH]c2ccccc12)C(=O)C(C)C	-15%	i	-3%	-2%	23%
Cc1c(Cl)cccc1NC(=O)CCN1CCCCC1	13%	0.6%	-10%	-2%	-1%
COc1ccc(-c2cc(C(=O)N3CCCCCC3)no2)cc1	42%	2.0%	8%	10%	11%
O=C(CSc1nc2ccccc2c(=O)[nH]1)NCc1ccc(Cl)cc1	?	8.9%	-5%	1.1µM*	2%
Nc1ncc2c(n1)CCN(c1ccc([N+](=O)[O-])cc1)C2	27%	0.9%	-12%	-3%	1%
Nc1c(C(=O)Nc2ccccc2F)sc2nc(Cc3ccccc3)cc(C(F)(F)F)c12	4%	2.8%	-35%	-1%	1%
CCN(CC)C(=O)COC(=O)C1CCN(S(=O)(=O)c2ccc3c(c2)OCCO3)CC1	-23%	0.9%	·	-8%	-8%
N#Cc1cc([N+](=O)[O-])ccc1NCCN1CCOCC1	-1%	0.7%	-4%	7%	4%
O=C(c1c[nH]c2ccc(S(=O)(=O)N3CCOCC3)cc2c1=O)N1CCCC1	-11%	1.4%	-3%	-6%	-2%	VEEV TC-83 Vero 10K pilot screen=0.5
CCOC(=O)c1cnc2c(C)c(Cl)ccc2c1N1CCOCC1	·	1.0%	-13%	-7%	-3%
O=C(CCn1nnc2ccccc21)OCC(=O)c1ccc([N+](=O)[O-])cc1	4%	i	14%	5%	10%
CCOC(=O)C(C)(C)Oc1cccc2c1S(=O)(=O)c1ccccc1-2	78%	1.9%	6%	65%	-1%
Cc1nc2ccccc2c(=O)n1NC(=O)c1ccccc1F	-2%	0.2%	-6%	2%	2%
CCCN1Cc2cccc(C(=O)Nc3ccc4c(c3)OCO4)c2C1=O	20%	0.3%	-3%	-3%	12%
O=C(COC(=O)c1ccc(S(=O)(=O)Nc2ccccc2)cc1)NC1CCCC1	-7%	0.5%	-6%	1%	-5%
COc1ccc([C@@H]2C(C#N)=C(N)S[C@@H](c3ccccc3)[C@@H]2[N+](=O)[O-])cc1	41%	1.8%	1%	12%	3%
COc1cccc(C(=O)NC2CC3CCCC(C2)N3CC(=O)Nc2ccc(N(C)C)cc2)c1 (stereo unspecified)	45%	1.4%	-10%	20µM*	13%
Cc1ccc(C(=O)N2CCN(Cc3nc4sc5c(c4c(=O)[nH]3)CCCC5)CC2)cc1	8%	2.1%	4%	?	4%
COc1cc(C(=O)NCC(=O)Nc2c(C)cccc2C)ccc1OCc1ccccc1	-3%	6.2%	·	-2%	-1%
O=C(NC1CCCC1)C(c1ccsc1)N(Cc1ccccc1)C(=O)Cc1cccs1 (stereo unspecified)	39%	7.0%	-1%	4%	-8%
COc1ccc(NCc2nnc(SCC(=O)Nc3cc(C(F)(F)F)ccc3Cl)o2)cc1	3%	2.1%	5%	62%	5%
c1ccc2c(c1)[nH]c1cnccc12	-2%	i	8%	43%	3%
O=C(CCc1ccc(S(=O)(=O)N2CCOCC2)cc1)N/N=C/c1ccc(O)c(O)c1O	-26%	0.4%	1%	2%	16%
O=C(COC(=O)Cc1ccccc1)NNC(=O)c1ccc([N+](=O)[O-])cc1	9%	1.4%	·	-8%	7%

More records follow.
SMILES	M. tuberculosis	VEEV TC-83 Vero	Salmonella PhoP GFP	H37Rv inhibition	H1N1 NS1A inhibition	others
COc1ccc([C@H]2CC(=O)C=C(c3cccc(Cl)c3O)C2)cc1OC	-4%	0.2%	·	2%	-1%	VEEV TC-83 Vero 10K pilot screen=6.2
CCOC(=O)Cn1c(C(C)=O)nc2ccccc21	-5%	0.2%	2%	-6%	3%
COc1ccccc1Nc1ccc(S(=O)(=O)N2CCCCC2)cc1[N+](=O)[O-]	4%	0.1%	-7%	-12%	22%
CCN(CC)C(=O)c1ccc2c(=O)n(CCOC)c(=S)[nH]c2c1	2%	0.5%	6%	1%	5%
CCCCn1c(-c2c(Cl)c(C)nn2C)n[nH]c1=S	-7%	2.4%	-6%	-6%	-3%
O=C(/C=C/c1ccc(F)cc1)Nc1nc2ccccc2[nH]1	-20%	·	-5%	-1%	·
Cc1cc(-n2nc3ccccc3n2)c(O)c([N+](=O)[O-])c1	59%	0.6%	0%	-2%	5%
CC(c1nnc(SCC(=O)Nc2cc([N+](=O)[O-])ccc2F)n1Cc1ccccc1)N(C)C (stereo unspecified)	-3%	0.9%	-4%	0%	6%
O=C(CC1C(=O)Nc2ccccc2N1CC(=O)N1CCCC1)Nc1ccc(Br)cc1 (stereo unspecified)	-2%	7.5%	·	4%	0%
CC(C(=O)NC1C(=O)N2C(C(=O)O)=C(CSc3nnnn3C)CSC12)n1cc(Br)cn1 (stereo unspecified)	-8%	0.7%	-16%	-6%	-5%
Cc1[nH]nc2ccc(-c3cncc(OC[C@@H](N)Cc4c[nH]c5ccccc45)c3)cc12	·	i	·	·	25%
CCn1c(=NC(=O)C2COc3ccccc3O2)sc2c(OC)ccc(OC)c21 (stereo unspecified)	4%	4.8%	15%	7%	7%
Cc1ccc(S(=O)(=O)N2CCC3CC2c2cc(Cl)ccc23)cc1 (stereo unspecified)	·	0.4%	·	·	-8%
Cc1cc(NS(=O)(=O)c2ccc(NC(=O)c3ccc(F)cc3)cc2)nc(C)n1	47%	1.7%	·	6%	-9%
O=C(CN(Cc1ccc(Br)cc1)S(=O)(=O)c1ccccc1)NCc1ccncc1	19%	6.2%	-10%	-11%	9%
CCOc1cc(S(=O)(=O)NCc2ccccc2)ccc1F	4%	1.4%	-5%	2%	2%
COC(=O)[C@@H]1C[C@@H]2CC[C@@H](O)C[C@@H]2N1Cc1ccc(OC)cc1	-11%	i	-2%	-1%	-13%
COc1ccc(CCNC(=O)COC(=O)c2cnccn2)cc1	6%	i	-19%	3%	-13%
O=C(CSc1ncnc2sc3c(c12)CCCC3)c1ccccc1	69%	5.9%	-7%	-7%	0%
O=C(COc1c(Br)cc(Br)cc1Br)N/N=C/c1ccco1	0%	i	-1%	-10%	0%
Cn1c(=O)n(C)c2cc(/C=N/n3cnnc3)ccc21	-2%	i	-2%	6%	-20%
CCc1nnc(NC(=O)C23CC4CC(CC(C4)C2)C3)s1	21%	0.6%	3%	0%	2%
CCCCC(=O)Nc1cccc(-c2cn3ccsc3n2)c1	19%	1.4%	-1%	-3%	2%
COc1ccc(OC)c(NC(=O)CSc2nc3cccnc3n2C)c1	-3%	0.9%	8%	2%	4%
CC(c1ccccc1)C1C(C#N)=C(N)OC2=C1C(=O)CC(C)(C)C2 (stereo unspecified)	1%	i	5%	1%	3%

Additional results follow:
SMILES	M. tuberculosis	VEEV TC-83 Vero	Salmonella PhoP GFP	H37Rv inhibition	H1N1 NS1A inhibition	others
Cc1cccc(N2CCN(C(=O)CS(=O)(=O)Cc3nc(-c4ccccc4F)oc3C)CC2C)c1 (stereo unspecified)	33%	0.0%	3%	-11%	11%	VEEV TC-83 Vero 10K pilot screen=0.3
CCN1C(=O)C(=O)N(CC(=O)Nc2cccc(C(F)(F)F)c2)C1=O	13%	2.0%	·	-5%	-4%
CCN(CC(=O)Nc1ccc(NC(C)=O)cc1)C(=O)Cc1ccccc1F	-4%	2.7%	9%	-6%	6%
Cc1c2ccccc2nc2c(F)c(NC(C)C)c(F)c(F)c12	·	0.4%	-23%	-11%	-4%
Cc1ccc(OCCC(=O)OC(C)C(=O)NC2CC2)cc1 (stereo unspecified)	23%	0.3%	7%	1%	-2%
Cc1ccc(N(Cc2ccc([N+](=O)[O-])cc2)C(=O)c2ccco2)cc1	4%	3.3%	-7%	-7%	0%
O=S(=O)(Nc1cccc2c1ccc1cccn12)c1cccs1	14%	0.3%	3%	-8%	2%
CCOc1ccc(C(C)C)cc1S(=O)(=O)N1CCN(C(=O)c2ccco2)CC1	5%	i	5%	3%	-26%
CCCCN(Cc1cc2ccccc2[nH]c1=O)S(=O)(=O)c1ccc(C)cc1	35%	9.4%	-9%	-8%	-2%
COc1ccc(NS(=O)(=O)c2cccc(Cl)c2Cl)cc1S(=O)(=O)N1CCCCC1	14%	4.8%	-4%	4%	-2%
O=C(O)c1cccc(O)c1O	-16%	1.0%	23%	60%	-4%
CC1CC(C)CN(CCCNC(=O)Cn2ncc3c(=O)oc4ccccc4c32)C1 (stereo unspecified)	0%	0.4%	-4%	2%	5%	VEEV TC-83 Vero 10K pilot screen=0.8
O=C(CSCc1ccc([N+](=O)[O-])cc1)Nc1ccccc1C(=O)O	79%	0.9%	-8%	0%	-16%
O=C(Nc1ccccc1C(=O)Nc1ccccn1)c1cc(F)c(F)cc1Cl	64%	1.1%	-1%	3%	-4%
C/C(=C\C(=O)c1ccccc1)Nc1ccc(Cl)c(Br)c1	12%	1.0%	7%	>100µM*	-3%
COc1ccc(NC(=O)Nn2cnnc2)cc1OC	-24%	0.3%	-6%	-6%	3%
COc1cc(-c2nc3ccccn3c2N)ccc1O	17%	0.7%	-3%	4%	0%
CCn1c(SCC(=O)Nc2ccccc2OC)nc2ccccc2c1=O	-2%	11%	11%	10%	5%
Cc1ccc(C)c(CNS(=O)(=O)c2c(C)[nH]c(C)c2C(=O)N2CCCC2)c1	-1%	i	-9%	1%	-1%
Cn1cnc2nc3n(c2c1=O)CCC3	-1%	2.4%	-6%	-8%	-5%
COc1ccc(NC(=O)CN(C)C(=O)c2ccc(-c3cccc(C(F)(F)F)c3)o2)cc1	-11%	8.4%	-3%	-7%	-9%
O=C(C[n+]1ccc(-c2cc(C(=O)Nc3cccc(C(F)(F)F)c3)c3ccccc3n2)cc1)c1cccc([N+](=O)[O-])c1	46%	?	10%	12%	14%
COCc1cc(C)nc(NCCc2ccccc2)c1C#N	25%	1.0%	4%	6%	7%
CCC(CC)C(=O)Nc1cc([N+](=O)[O-])ccc1F	6%	7.9%	-6%	0%	4%
COc1ccc2cc(-c3[nH]ncc3CN3CCCN(c4ccccc4)CC3)ccc2c1	59%	0.2%	3%	?	21%
CCOC(=O)N1CCC(NC(=O)c2ccc(CS(=O)c3cccc(C)c3)o2)CC1 (stereo unspecified)	6%	0.3%	12%	0%	4%
CC(C)c1ccc(S(=O)(=O)N2CCN(CC(=O)c3ccc(O)c(O)c3)CC2)cc1	-8%	i	9%	2%	6%
Cc1ccc(-n2ncc3c(=O)n(CC(=O)NC4CCCC4)cnc32)cc1C	-1%	5.8%	-28%	-3%	2%

Structural class, the compounds so far containing a Cl atom (10)
SMILES	M. tuberculosis	VEEV TC-83 Vero	Salmonella PhoP GFP	H37Rv inhibition	H1N1 NS1A inhibition	others
Cc1c(Cl)cccc1NC(=O)CCN1CCCCC1	13%	0.6%	-10%	-2%	-1%
O=C(CSc1nc2ccccc2c(=O)[nH]1)NCc1ccc(Cl)cc1	?	8.9%	-5%	1.1µM*	2%
CCOC(=O)c1cnc2c(C)c(Cl)ccc2c1N1CCOCC1	·	1.0%	-13%	-7%	-3%
COc1ccc(NCc2nnc(SCC(=O)Nc3cc(C(F)(F)F)ccc3Cl)o2)cc1	3%	2.1%	5%	62%	5%
COc1ccc([C@H]2CC(=O)C=C(c3cccc(Cl)c3O)C2)cc1OC	-4%	0.2%	·	2%	-1%	VEEV TC-83 Vero 10K pilot screen=6.2
CCCCn1c(-c2c(Cl)c(C)nn2C)n[nH]c1=S	-7%	2.4%	-6%	-6%	-3%
Cc1ccc(S(=O)(=O)N2CCC3CC2c2cc(Cl)ccc23)cc1 (stereo unspecified)	·	0.4%	·	·	-8%
COc1ccc(NS(=O)(=O)c2cccc(Cl)c2Cl)cc1S(=O)(=O)N1CCCCC1	14%	4.8%	-4%	4%	-2%
O=C(Nc1ccccc1C(=O)Nc1ccccn1)c1cc(F)c(F)cc1Cl	64%	1.1%	-1%	3%	-4%
C/C(=C\C(=O)c1ccccc1)Nc1ccc(Cl)c(Br)c1	12%	1.0%	7%	>100µM*	-3%

An unsorted share of the library; overall some 1.6% were active at least once.
